H37Rv inhibition: M. tuberculosis growth inhibition, HTS (AID 449762); M. tuberculosis H37Rv growth inhibition, 7H9 media; higher % means a stronger effect; inhibition, % at 25 µM; hits with a dose series show IC50 in µM; actives 0.59% (n = 330,000); in the data active means a potency from the dose series; inconclusive means inhibition above about 70% without an active follow-up result;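 further: bacterial growth assessed after seven days of incubation; strong numbers were not always called active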
H1N1 NS1A inhibition: H1N1 influenza NS1A inhibitors, functional cell based assay (AID 504329) | NS1A functional cell-based assay, percent inhibition; higher % means a stronger effect | inhibition, % at 12.5 µM, or IC50 in µM where a hit was titrated | actives 0.3% (n = 340,000); in the data active means a potency from the dose series; inconclusive means inhibition above about 27% without an active follow-up result; further: strong numbers were not always called active
M. tuberculosis: growth inhibition of non-replicating M. tuberculosis (AID 488890); one-dose inhibition, % at 25 µM; IC50 in µM for titrated hits; actives 0.39% (n = 320,000); Mycobacterium tuberculosis non-replicating, growth inhibition; higher % means a stronger effect; in the data active means a potency from the dose series; inconclusive means inhibition mostly from about 82% at the one dose, without a potency; inactive means the rest, 99 in 100 with inhibition below about 76%;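 further: plate controls were DMSO cells for no effect and high antibiotic wells for full effect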
VEEV TC-83 Vero: inhibitors of VEEV TC-83 cytopathic effect, confirmation, Vero cells (AID 588727); Vero cells, VEEV TC-83 cytopathic effect inhibition; higher % means a stronger effect; inhibition, % at 20 µM, or IC50 in µM where a hit was titrated; actives 0.13% (n = 350,000); in the data active means a potency from the dose series; inconclusive means inhibition mostly from about 14% at the one dose, without a potency; inactive means the rest, 99 in 100 with inhibition below about 12%; further: strong numbers were not always called active
Salmonella PhoP GFP: PhoP regulon inhibitors, Salmonella typhi PhoP promoter GFP reporter, confirmatory (AID 1850); Salmonella Typhi PhoP-promoter GFP reporter, fluorescence, 4 h; higher % means a stronger effect; one-dose inhibition, % at 50 µM; IC50 in µM for titrated hits; actives 0.33% (n = 310,000); in the data active means a potency from the dose series; inconclusive means inhibition mostly from about 25% at the one dose, without a potency; inactive means the rest, 99 in 100 with inhibition below about 19%;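 further: 0% = induced wells with vehicle and 100% = uninduced wells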
VEEV TC-83 Vero 10K pilot screen: second read-out of VEEV TC-83 Vero, no call of its own (marks repeat the call); inhibition, %; measured here: 10K pilot screen inhibition
The depositor's hits bear a star; i = inactive; ? = inconclusive; / = not tested or not shown.

SMILES	H37Rv inhibition	H1N1 NS1A inhibition	M. tuberculosis	VEEV TC-83 Vero	Salmonella PhoP GFP	others
CC(=O)Nc1ccc(N2CCCCC2)c(C(=O)Nc2cccc(C)c2)c1	-7%	3%	27%	i	3%
CN(CC(=O)Nc1cccc(F)c1)C(=O)CCCN1C(=O)c2cccc3cccc(c23)C1=O	1%	-9%	6%	9.5%	-10%
COC(=O)C1=C(c2ccc(OC(F)(F)F)cc2)C[C@@H]2CC[C@H]1N2C(=O)NCCNC(C)=O	-5%	-2%	-6%	0.3%	/	VEEV TC-83 Vero 10K pilot screen=0.1
CCOC(=O)c1ccc(N2CN(CC)CNC2=S)cc1	?	-5%	/	0.9%	-5%
Cc1ccc(S(=O)(=O)NCc2ccncc2)c(C)c1C	-2%	-1%	2%	i	2%
COCCCNC(=S)Nc1ccc2c(c1)OCCO2	7%	-6%	-7%	1.4%	-9%
COc1ccccc1N1CCN(C(=O)c2cc(C)oc2C)CC1	-2%	9%	-5%	i	5%
COc1ccc(-n2ccsc2=S)cc1	3%	1%	-3%	i	2%
CC(C)CNC(=O)c1cccc(NC(=O)Cc2ccc(Br)cc2)c1	1%	-3%	-3%	i	-11%
CCC(C(=O)NC(C)c1ccccc1)C(=O)NC(C)c1ccccc1 (stereo not drawn)	-4%	-4%	3%	i	-5%
CC1CCCCC1NC(=O)COc1cccnc1[N+](=O)[O-] (stereo not drawn)	-5%	2%	1%	2.4%	/
COc1ccccc1N1CCN(c2ncnc3c2oc2ccccc23)CC1	-1%	0%	1%	8.8%	-9%
O=c1cccc2n1CC1CC2CN(Cc2cccc(Cl)c2Cl)C1 (stereo not drawn)	-2%	4%	8%	i	4%	VEEV TC-83 Vero 10K pilot screen=0.0
CCOC(=O)c1csc(NC(=O)c2cc(OC)c(OC)c(OC)c2)n1	-12%	7%	1%	13%	-1%
CCN(CC)c1ccc(C(=C2C=CC(=[N+](CC)CC)C=C2)c2ccc(N(CC)CC)cc2)cc1	/	0.77µM*	/	i	/
O=c1cc(O)nc(SCc2ccccc2)[nH]1	7%	1%	18%	i	-9%
CC(C)(C)NC(=O)/C(=C\c1ccco1)NC(=O)c1cccs1	-3%	3%	-3%	0.5%	-3%
Cc1ccc(NC2c3ncccc3C(=O)N2C2CCCCC2)cc1C (stereo not drawn)	4%	5%	49%	2.3%	-14%
CCOc1ccc(NS(=O)(=O)c2cc(NC(=O)c3cccc(C)c3)ccc2Cl)cc1	13%	0%	16%	5.0%	5%
CCOc1ccc(C(=O)/C=C/c2ccc(SC)cc2)cc1	?	-2%	?	0.0%	-3%
C=CCn1c(=O)c2c(nc3n2CC(C)CN3Cc2ccccc2)n(C)c1=O (stereo not drawn)	4%	3%	10%	1.1%	-7%
COc1cc(C(=O)O)c2c(c1C)OC(=O)c1c(C)cc(O)c(C=O)c1O2	-2%	4%	31%	0.6%	-13%
O=C(NC(=S)Nc1ccc(N2CCCC2)cc1)c1ccc(F)cc1	?	15%	?	1.7%	11%
COc1ccc(CCCC(=O)NCC(=O)N/N=C/c2cc(Cl)ccc2OC)cc1	/	-3%	/	1.6%	/
Cc1c2ccncc2c(C)c2c1[nH]c1ccccc12	?	-8%	?	i	19µM*
Cc1cccc(-n2ncc3c(NCCCn4ccnc4)ncnc32)c1	0%	-6%	/	5.9%	-6%
Cc1cc(OCC(=O)N2CCOCC2)ccc1[N+](=O)[O-]	6%	-10%	7%	i	21%
CCOc1ccc(S(=O)(=O)NCc2ccccn2)cc1NC(=O)c1ccccc1F	1%	5%	0%	6.2%	7%
Cc1cc([N+](=O)[O-])nn1CC(=O)Nc1ccc(Cl)cn1	-3%	-9%	-2%	0.5%	6%
CCN(c1ccccc1)P(=O)(Nc1ccccc1)Nc1ccccc1	0%	-1%	7%	2.3%	19%
O=C(C1=C[C@@H](c2ccc(Br)cc2)C[C@@H](OCc2ccc(CO)cc2)O1)N1CCN(Cc2ccc3c(c2)OCO3)CC1	32%	10%	21%	3.0%	6%	VEEV TC-83 Vero 10K pilot screen=2.3
C[C@]12CC[C@H](O)CC1=CCC1C2CC[C@@]2(C)C1CC[C@@H]2NC(=O)CCC(=O)O (stereo partly drawn)	-9%	-17%	-8%	2.5%	/
COCCNC(=O)C(=O)NCC1OCCN1C(=O)c1ccc(Cl)cc1 (stereo not drawn)	6%	4%	-12%	1.3%	1%
CCOC(=O)C1(Cc2ccc(Cl)cc2)CCN(Cc2nccn2CC)CC1	9%	-5%	21%	i	-5%
COc1cc(NS(=O)(=O)c2ccc(NC(=O)/C=C/c3ccc([N+](=O)[O-])cc3)cc2)ncn1	9%	15%	21%	0.4%	0%
O=C(NCCc1nc2ccccc2[nH]1)/C(=C/c1ccc2c(c1)OCO2)NC(=O)c1ccccc1	-2%	0%	7%	0.3%	-4%
O=C(Nc1ccc(Br)cc1)c1cc(S(=O)(=O)Nc2ccccn2)ccc1Cl	2%	6%	-15%	1.4%	7%
Cc1ccc(CCNC(=O)CCS(=O)(=O)c2ccc(Br)cc2)cc1	6%	9%	43%	i	-10%
CC(C)C[C@H](NC(=O)N1CC(=O)Nc2ccccc21)C(=O)N[C@H](C(=O)O)c1ccccc1	-5%	-5%	-9%	0.4%	-10%
CCS(=O)(=O)n1nc(-c2ccccc2)nc1N	5%	8%	-3%	7.2%	0%
CC(Cc1ccccc1)=NNS(=O)(=O)c1ccc([N+](=O)[O-])cc1	/	-1%	/	0.0%	/
O=C(COC(=O)c1ccccc1NC(=O)c1ccco1)NCCC1=CCCCC1	2%	-1%	55%	3.2%	2%
Cc1ccc(/C=C2/NC(=O)N(Cc3ccccc3)C2=O)s1	-9%	5%	4%	6.3%	1%
O=C(CCCc1ccccc1)Nc1ccccn1	-1%	-6%	32%	i	7%
CCOC(=O)C1=C(c2ccccc2)NC(SCC(=O)Nc2ccc(C)cc2)=C(C#N)C1c1ccco1 (stereo not drawn)	-4%	-8%	1%	i	-6%

Looked up by compound from the list above, two records:
SMILES	H37Rv inhibition	H1N1 NS1A inhibition	M. tuberculosis	VEEV TC-83 Vero	Salmonella PhoP GFP	others
CC1CCCCC1NC(=O)COc1cccnc1[N+](=O)[O-] (stereo not drawn)	-5%	2%	1%	2.4%	/
Cc1cc([N+](=O)[O-])nn1CC(=O)Nc1ccc(Cl)cn1	-3%	-9%	-2%	0.5%	6%

Next part:
SMILES	H37Rv inhibition	H1N1 NS1A inhibition	M. tuberculosis	VEEV TC-83 Vero	Salmonella PhoP GFP	others
CC1CCCCC1NC(=O)C(Cc1ccccc1)NS(=O)(=O)c1cccs1 (stereo not drawn)	2%	9%	12%	i	-9%
COc1ccc(NC(=O)c2cc(Cl)ccc2NC(=O)c2ccco2)c(OC)c1	0%	2%	-19%	0.1%	16%
O=C(C1CCCN(S(=O)(=O)c2ccc([N+](=O)[O-])cc2)C1)N1CCCCC1 (stereo not drawn)	-7%	-9%	0%	i	-4%
Cc1cc(-c2ccc(C)c(S(=O)(=O)NCc3ccc(OC(C)C)cc3)c2)on1	4%	-1%	20%	6.2%	1%
COC(=O)[C@]1(Cc2ccccc2)N[C@H](c2ccc(-c3cccc(Cl)c3)cc2)[C@@H]2C(=O)N(C)C(=O)[C@@H]21	1%	8%	30%	i	-2%	VEEV TC-83 Vero 10K pilot screen=1.2
O=c1nccc(N/N=C/c2ccccc2)[nH]1	12%	-18%	3%	1.1%	17%
O=Cc1c(-c2ccccc2)nc2ccccn12	-5%	3%	13%	1.3%	6%
CC1(C)Cc2c(sc3[nH]c(=S)n(Cc4ccco4)c(=O)c23)CO1	5%	-2%	4%	0.6%	5%
CCOCC(=O)Nc1c(C)n(C)n(-c2ccccc2)c1=O	-11%	/	1%	/	1%
CCCN(CCC)C(=O)C(c1ccccc1)C1(O)CCCCC1 (stereo not drawn)	/	10%	/	0.9%	/
COc1cccc(C(=O)NCc2ccc3[nH]c(C)cc3c2)c1	51%	19%	77%	3.8%	1%
C=C(C)CSc1nnc2[nH]c(=O)cc(N)n12	-4%	2%	-7%	0.7%	8%
CCN1CCN(Cc2c(C(=O)N/N=C(\C)c3ccc(Cl)cc3)nnn2-c2nonc2N)CC1	5%	-3%	7%	i	-3%
CCN(CC(N)=O)S(=O)(=O)c1ccc(Br)cc1	0%	6%	-6%	0.7%	4%
COc1ccc(OC)c2sc(NNC(=O)C3COc4ccccc4O3)nc12 (stereo not drawn)	1%	-8%	-10%	2.0%	-13%
CC(=O)c1c(C)[nH]c(C(=O)N2CCN(S(=O)(=O)c3ccc(C)cc3C)CC2)c1C	-5%	-10%	20%	1.0%	/
CCOc1ccc(C(=O)CCC(=O)N2CCN(c3ncccn3)CC2)cc1	2%	1%	11%	2.2%	-6%
CCCC/C(O)=C/c1nc2ccccc2[nH]c1=O	-1%	13%	-25%	6.8%	0%
O=C(N/N=C/c1ccccn1)c1cc(-c2ccncc2)nc2ccccc12	-1%	2%	75%	0.5%	-2%
O=C(c1ccccc1F)N1CCCC(c2ccccc2)C1 (stereo not drawn)	11%	-8%	-8%	0.7%	-3%
CCCCCn1c(CN2CCN(c3cc(Cl)ccc3C)CC2)nc2c1c(=O)[nH]c(=O)n2C	4%	0%	7%	i	5%
Cc1cc(C)c2[nH]c(O)c(N=NC(=O)c3cc4c(s3)CCCC4)c2c1	-6%	/	-6%	/	1%
Cc1cc(NS(=O)(=O)c2ccc(NC(=O)Nc3ccc4c(c3)OCO4)cc2)no1	8%	8%	45%	1.1%	16%
c1ccc(-c2ccc3nnnn3n2)cc1	-7%	-1%	-8%	0.2%	12%
O=C1c2ccc([N+](=O)[O-])cc2S(=O)(=O)N1Cc1ccccc1	-7%	-11%	2%	2.3%	-15%
CC(C)C(=O)N(c1cc2sc(=O)oc2c2ccccc12)S(=O)(=O)c1cccs1	9%	36%	39%	0.5%	-14%
CCCN1CCN(C(=O)Cn2cnc3sc(C)c(S(=O)(=O)N4CCC(C)CC4)c3c2=O)CC1	-1%	1%	-10%	1.5%	10%

Gathered by group, the entries above containing an aryl methoxy group.
SMILES	H37Rv inhibition	H1N1 NS1A inhibition	M. tuberculosis	VEEV TC-83 Vero	Salmonella PhoP GFP	others
COc1ccccc1N1CCN(C(=O)c2cc(C)oc2C)CC1	-2%	9%	-5%	i	5%
COc1ccc(-n2ccsc2=S)cc1	3%	1%	-3%	i	2%
COc1ccccc1N1CCN(c2ncnc3c2oc2ccccc23)CC1	-1%	0%	1%	8.8%	-9%
CCOC(=O)c1csc(NC(=O)c2cc(OC)c(OC)c(OC)c2)n1	-12%	7%	1%	13%	-1%
COc1cc(C(=O)O)c2c(c1C)OC(=O)c1c(C)cc(O)c(C=O)c1O2	-2%	4%	31%	0.6%	-13%
COc1ccc(CCCC(=O)NCC(=O)N/N=C/c2cc(Cl)ccc2OC)cc1	/	-3%	/	1.6%	/
COc1cc(NS(=O)(=O)c2ccc(NC(=O)/C=C/c3ccc([N+](=O)[O-])cc3)cc2)ncn1	9%	15%	21%	0.4%	0%
COc1ccc(NC(=O)c2cc(Cl)ccc2NC(=O)c2ccco2)c(OC)c1	0%	2%	-19%	0.1%	16%
COc1cccc(C(=O)NCc2ccc3[nH]c(C)cc3c2)c1	51%	19%	77%	3.8%	1%
COc1ccc(OC)c2sc(NNC(=O)C3COc4ccccc4O3)nc12 (stereo not drawn)	1%	-8%	-10%	2.0%	-13%

Screening results: PubChem BioAssay, Southern Research Specialized Biocontainment Screening Center
